# SK-BR-3 tox 24h – SK-BR-3 proliferation inhibitors; SK-BR-3 viability, CellTiter-Glo ATP luminescence, 24 h; active compounds read low; viability, % at 10 µM; 0.47% of 41,000 active;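 active = viability at or below the median of all test compounds minus 3 SD, in both replicates if run twice, cut at about 45% in these data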;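 also: 100% = median untreated cell wells and 0% = median positive control drug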
# The depositor's hits bear a star.
SMILES	SK-BR-3 tox 24h
CC(C)Cn1c(=O)c2c(nc3n2CCCN3CCc2ccccc2)n(C)c1=O	80
C=CCn1c(SCC(=O)NC(=O)NC2CCCC2)nnc1C1CCCCC1	92
CC1(C)C(N(O)C(=O)Nc2ccccc2)N(c2cccc(Cl)c2)C(=O)N1O (stereo unspecified)	84
COCCn1c(CN2CCC(Cc3ccccc3)CC2)nc2c1c(=O)n(C)c(=O)n2C	83
Cc1ccc(C(=O)Nc2ncc(Cc3ccccc3)s2)o1	107
CC(=O)N1CCN(c2ccc(NCc3ccc4c(c3)OCO4)cc2)CC1	93
COC(=O)c1[nH]c(C)c(/C(O)=C2\C(=O)C(=O)N(CCN(C)C)C2c2ccco2)c1C (stereo unspecified)	107
CCOC(=O)/C(C#N)=C1/SC(CC)C(=O)N1c1ccc(C)cc1 (stereo unspecified)	95
OC(c1cccnc1)c1cccs1 (stereo unspecified)	86
CCCCCCNS(=O)(=O)c1ccc(Cl)s1	74
CCOc1cc(C(=O)NCc2nnc(SCC(=O)OC)n2C)cc(OCC)c1OCC	87
CCn1c(SCC(N)=O)nnc1-c1ccc(S(=O)(=O)N2CCN(C)CC2)cc1	123
O=C(CSC1=NCCS1)Nc1nc2c(s1)CCCC2	42*
O=C(Nc1ccc(SC(F)F)cc1)C1=COCCO1	94
COC(=O)CN(c1ccccn1)S(=O)(=O)c1ccccc1	98
COC(=O)n1ccc(C(=O)Nc2ccccc2F)n1	59
Cc1ccc(CNc2oc(-c3cccs3)nc2C#N)cc1	71
COc1cccc(N2CCN(CC(=O)c3c[nH]c4ccc(OC)cc34)CC2C)c1 (stereo unspecified)	80
COCC(=O)Nc1sc2c(c1C(=O)OC)CCC(C)C2 (stereo unspecified)	101
O=C1C2C(C(=O)N1c1ccncc1)C1C=CC2C12CC2 (stereo unspecified)	95
CC(C)(C)NC(=O)C(c1ccc(F)cc1)N(Cc1ccco1)C(=O)c1csnn1 (stereo unspecified)	85
COc1ccc(C2NCCO2)cc1OC (stereo unspecified)	105
Cn1nnnc1SCc1cc(=O)[nH]c2ccccc12	88
CC(C)(C#N)Nn1cnnc1	82
CCOC(=O)c1[nH]c(C)c(CCC(=O)OC)c1C	98
O=C(CSc1nnc(-c2ccc(S(=O)(=O)N3CCCC3)cc2)n1CC1CCCO1)NC1CC1 (stereo unspecified)	84
CCC1SC2=NC(C)=C(C(=O)OC)C(c3cccs3)N2C1=O (stereo unspecified)	96
CC1=C(C(=O)Nc2cccnc2)C(c2ccncc2)n2nnnc2N1 (stereo unspecified)	103
COc1cccc(-c2cnc(NCc3cc(Cl)ccc3O)n2C)c1	81
COc1ccccc1NC(=O)N(Cc1ccco1)Cc1cc2cc(C)cc(C)c2[nH]c1=O	93
Cc1cccc(Nc2ncnc3ccccc23)c1	82
CCC(=O)Nc1ccc(S(=O)(=O)Nc2cccnc2)cc1	85
CCCc1cc(=O)oc2c(CN3CCN(C)CC3)c(O)c(Cl)cc12	76
COC(=O)c1ccccc1S(=O)(=O)Nc1ccc2cn[nH]c2c1	90
O=C(NCCC1=CCCCC1)c1cnc2n(c1=O)CCS2	68
Cc1cc(C)n(CC(=O)NC2CCCCC2)n1	98
CCC(C)[C@H](NC(=O)Nc1ccc2c(c1)OCCO2)C(=O)O (stereo partly specified)	89
COc1ccc(CN(C2CCCC2)S(=O)(=O)c2ccc(-n3cnnn3)cc2)cc1OC	88
COc1cccc(CN(Cc2cccnc2)S(=O)(=O)c2ccc(-n3cnnn3)c(C)c2)c1	88
CCCc1cc(Nc2cccc(OCC)c2)n2ncnc2n1	91
COc1ccc(OC(=O)c2cccc(S(=O)(=O)N3CCCC3)c2)cc1	67
C(=C\c1ccco1)/C=N/n1cnnc1	92
O=C(CN1CCOCC1)N1CCN(C(=O)CN2CCOCC2)CC1	91
COc1ccc(C(=O)CSc2nc(SC)ns2)cc1OC	101
c1ccc2c(c1)ncn2Cc1nnc2sc(-c3ccc4c(c3)OCO4)nn12	84
COC(=O)Cc1c[nH]c2ccc(OCC(O)CNC(C)C)cc12 (stereo unspecified)	81
Cc1ccccc1-c1nnc(SCc2ccccc2)o1	84
CC(C)c1ccc(OCc2ccc(C(=O)N3CCN(c4ccccn4)CC3)cc2)cc1	103
O=C(Cn1c(C2CC2)nc2ccccc2c1=O)Nc1ccc(Br)cc1	97
O=C(Nc1ccc2oc(-c3ccccc3F)nc2c1)c1ccc2c(c1)OCCO2	88
CCCCc1cc(=O)oc2cc(C)c(CN3CCCC3)c(O)c12	96
COc1ccc(Nc2ncccc2C(=O)Nc2ccccc2)cc1	96
CC1CCCCN1C(=O)N[C@@H](Cc1ccccc1)C(=O)O (stereo partly specified)	129
O=c1cc(CSc2ccc(Cl)cc2)nc(N2CCOCC2)[nH]1	116
CC(C)n1c(CCCO)nc2ccccc21	124
CCOC(=O)c1c(C)oc2c(CN3CCN(C)CC3)c(Br)c(OC)c(O)c12	73

# Reformatted as labelled records: part of the list above.
Molecule: O=C(Cn1c(C2CC2)nc2ccccc2c1=O)Nc1ccc(Br)cc1
  SK-BR-3 tox 24h: 97
Molecule: CCCCc1cc(=O)oc2cc(C)c(CN3CCCC3)c(O)c12
  SK-BR-3 tox 24h: 96

# Next part:
SMILES	SK-BR-3 tox 24h
CCc1ccc(C(C)NC(=O)c2cc(C)oc2C)cc1 (stereo unspecified)	96
C=CCn1c(SCC(=O)Nc2cc(C)cc(C)c2)nnc1-c1cnccn1	76
COc1c(C)cc(Br)cc1C(=O)NCc1cccnc1	102
Cc1cc(=O)oc(C)c1C(=O)Nc1cccc2nonc12	148
CCOC(=O)c1cnc(SCC(=O)Nc2ccc(NC(=O)CC)c(OC)c2)nc1N	103
CC1(C)CC(=O)c2cc(C(=O)N3CCCC(C)(C)C3)c(=O)n(-c3ccccc3)c2C1	116
CN1CCN(CC(=O)N2c3ccccc3C(C)(c3ccccc3)CC2(C)C)CC1 (stereo unspecified)	92
O=C(NC1CCCCC1)n1c(=O)oc2ccc(Cl)cc21	81
CCOc1ccccc1NC(=O)N1CCC(NC(=O)c2cccc(C)c2)CC1	84
COc1ccccc1-n1c(C)nnc1SCC(=O)Nc1cc(C)cc(C)c1	88
CCN(CC)CC(=O)Nc1c(C)cc(C(C)(C)C)cc1C	118
CC(C)c1ccc(C(=O)Nc2ccc(N3CCOCC3)cc2)cc1	112
CC(=O)NC(CCS(C)(=O)=O)C(=O)Nc1ccc(F)cc1Cl (stereo unspecified)	87
CC1Cc2ccccc2N1C(=O)CSc1nnc(Cn2nnc3ccccc32)n1C (stereo unspecified)	82
Cc1ccc(C(C)C)c(OCc2nnc(SCC(=O)Nc3ncc(C)s3)n2C)c1	93
CC1=C(C(N)=O)C(c2ccccn2)n2nc(SCc3ccccc3)nc2N1 (stereo unspecified)	71
O=C(CSc1nc2ccccc2s1)Nn1cnnc1	86
CCOc1ccccc1C(=O)Nc1nncs1	92
N#Cc1sc2nc(-c3ccccc3)cc(-c3ccco3)c2c1N	94
COc1cc(C2c3c(oc4ccccc4c3=O)C(=O)N2Cc2cccnc2)cc(OC)c1OC (stereo unspecified)	107
Cc1cc(N2CCOCC2)c2c(N)c(C)cc(C)c2n1	92
CC(C)(Oc1ccc(Cl)cc1)C(=O)Nc1cccnc1	92
O=C1CC(N2CCOCC2)C(=O)N1CCc1ccccc1 (stereo unspecified)	115
Brc1ccccc1-c1nc(-c2ccccc2)no1	87
Cc1nn(-c2ccccc2)c(C)c1C(=O)OCC(=O)Nc1ccc2c(c1)OCO2	92
O=C(CSc1nc2c(c(=O)n1-c1ccc(Cl)cc1)SCC2)Nc1nccs1	76
CCOCCN(C=O)c1cccc(OC)c1	94
NC(=O)CSCc1ccc(Br)cc1	97
O=C(CSc1nnnn1-c1ccc2c(c1)CCC2)Nc1ccc2c(c1)OCCO2	86
O=S(=O)(c1ccc(Br)cc1)N1CCN(c2cc(-c3ccccc3)nc3ncnn23)CC1	88
CCN=c1scc(C)n1/N=C/c1ccsc1	84
c1ccc(Nc2ncnc3c2oc2ccccc23)cc1	103
CCOC(=O)c1ccc(NC(=O)N2CCN(CCc3ccccc3)CC2)cc1	78
CC(C)Oc1ccc(C2c3c(oc4ccccc4c3=O)C(=O)N2CCCN2CCOCC2)cc1 (stereo unspecified)	90
O=C(NCc1cccnc1)c1ccc(Cl)c(Cl)c1	91
CCSc1nnc([C@@H]2CCCN2C(=O)OC(C)(C)C)o1	83
Fc1cccc(Cl)c1-c1nnc2ccc(N3CCOCC3)nn12	98
C=CCSc1nnc(NC(=O)CSc2nnc(C)s2)s1	78
CCOC(=O)C1CCCN(Cc2nc(N)nc(Nc3ccc(OC)cc3)n2)C1 (stereo unspecified)	84
CSc1nc2ccc(S(=O)(=O)N3CCOCC3)cc2s1	120
Cc1ccc(-c2noc(-c3ccccc3C(=O)N3CCCC3)n2)cc1	96
O=C(COc1ccc(Br)cc1CO)Nc1ccc(F)cc1	117
CCN=C(NCC)SC1CC(=O)N(c2cccc(OC)c2)C1=O (stereo unspecified)	95
Clc1cc(NCc2cccs2)ccc1N1CCOCC1	90
COc1ccccc1Nc1nc(N)nc(CSCCO)n1	99
CCOC(=O)Cn1c2c(c(=N)c3c1CCC3)CCC2	99
COc1cccc(-c2nc(-c3ccccc3)no2)c1	91
CCOC(=O)c1c(C)n(C)c2ccc(OC)c(NC(=O)CN3CCC4(CC3)OCCO4)c12	88
O=C(NC1CCCCC1)N(Cc1ccc(F)cc1)Cc1nc2ccccc2c(=O)[nH]1	88
Cc1c(C(=O)O)sc2ncnc(N3CCCCC3C)c12 (stereo unspecified)	94
CCC(=O)Nc1ccc(NC(=O)CSc2nnc(C(C)C)n2C)cc1	79
OCc1ccccc1N=c1ssnc1Cl	107
Cc1ccc(C(CC(=O)N2CCCC2)c2ccccc2)c(O)c1C (stereo unspecified)	78
COc1cc(NC(=O)C2CC2)c(C(=O)O)cc1OC	98
O=C(Oc1cccc2c(OC(=O)N3CCOCC3)cccc12)N1CCOCC1	85
COc1cc2c(=O)n(Cc3ccccc3)c(=O)n(CC(=O)C(C)(C)C)c2cc1OC	83

# Remaining list, next part
SMILES	SK-BR-3 tox 24h
CCCn1nc(Oc2nc(SC)nc(N(C)C)n2)ccc1=O	89
CC(C)CCn1cnc2c(c1=O)c1nc3ccccc3nc1n2Cc1ccc2c(c1)OCO2	95
Cc1c(NC(=O)c2ccc3c(c2)OCO3)c(=O)n(-c2ccccc2)n1C	70
CCN(CC)Cc1cc(C(C)=O)ccc1OCC(C)C	66
CCn1nnc(NC(=O)C(C)Oc2ccc(Cl)cc2Cl)n1 (stereo unspecified)	97
COc1ccc(N2CCN(S(=O)(=O)c3ccc(Cl)c(C(F)(F)F)c3)CC2)cc1	86
CCOC(=O)C1CN(c2cc3c(cc2F)c(=O)c(C(=O)O)cn3CC)OC1C(=O)OCC (stereo unspecified)	95
CCCn1nc(NC(=O)c2ccncc2)c2cc3ccccc3nc21	89

# Shown field by field: 3 of the compounds above
> NC(=O)CSCc1ccc(Br)cc1
  SK-BR-3 tox 24h = 97

> O=C(CSc1nnnn1-c1ccc2c(c1)CCC2)Nc1ccc2c(c1)OCCO2
  SK-BR-3 tox 24h = 86

> O=S(=O)(c1ccc(Br)cc1)N1CCN(c2cc(-c3ccccc3)nc3ncnn23)CC1
  SK-BR-3 tox 24h = 88

# (next part)
SMILES	SK-BR-3 tox 24h
Cc1[nH]n(C(C)(C)C)c(=O)c1Sc1ccc(Cl)cc1	79
CCc1c(C)c2c(C)nn(-c3ccccc3)c2[nH]c1=O	82
COC(=O)c1c(C)n(-c2ccccc2)c2ccc(O)cc12	85
COc1ccc(CCNC(=O)C2CCCN2C(=O)Nc2cccc(C(C)=O)c2)cc1OC (stereo unspecified)	88
CCc1nnc(NC(=O)C(C)N2C(=O)C3C4C=CC(C4)C3C2=O)s1 (stereo unspecified)	77
CCOc1cc(S(=O)(=O)NCCN2CCOCC2)c(C)cc1C	113
O=C(CCN(CCO)Cc1ccccc1)Nc1ccc(Br)cc1	78
O=C(c1coc2ccc(O)c(CN3CCOCC3)c12)C1CC1	91

# Reformatted with each value named: four of the compounds above.
SMILES: COc1ccc(CCNC(=O)C2CCCN2C(=O)Nc2cccc(C(C)=O)c2)cc1OC (stereo unspecified)
  SK-BR-3 tox 24h: 88
SMILES: CCc1nnc(NC(=O)C(C)N2C(=O)C3C4C=CC(C4)C3C2=O)s1 (stereo unspecified)
  SK-BR-3 tox 24h: 77
SMILES: CCOc1cc(S(=O)(=O)NCCN2CCOCC2)c(C)cc1C
  SK-BR-3 tox 24h: 113
SMILES: O=C(CCN(CCO)Cc1ccccc1)Nc1ccc(Br)cc1
  SK-BR-3 tox 24h: 78

# (listing goes on)
SMILES	SK-BR-3 tox 24h
CNC(=O)c1cc2cc(Cl)cc(OC)c2oc1=O	84
O=c1c(/C=N/O)c(Nc2ccccc2)nc2ccccn12	114
Cc1csc(Sc2nc3c(c(=O)[nH]c(=O)n3C)n2CCCc2ccccc2)n1	102
CCOCC(=O)Nc1ccc(S(=O)(=O)NCCc2ccccc2)cc1	81
COc1cc(C)c(Br)cc1S(=O)(=O)N1CCOCC1	93
COCCCNc1ncnc2c1cnn2-c1ccc(C)cc1C	85
O=C(NCCCN1CCOCC1)c1cc2cc(Cl)cc(Cl)c2oc1=O	99
Nc1c(S(=O)(=O)c2cccs2)c2nc3ccccc3nc2n1Cc1cccs1	79
O=C(c1ccccc1)C(CCC(CN1CCOCC1)C(=O)c1ccccc1)CN1CCOCC1 (stereo unspecified)	100
O=C(NCCN1CCOCC1)c1ccc(Cl)c(S(=O)(=O)N2CCCCCC2)c1	120
CC/C(=C\C(=O)c1ccncc1)Nc1ccc(O)cc1	86

# Source: PubChem (SRMLSC)

# A portion of the library; the hit share may differ from the screen's.
